# High-throughput results from PubChem.
# Polio RdRp inh – inhibitors of poliovirus RNA polymerase binding and polymerization | P03300 | poliovirus polymerase elongation, fluorescence polarization; hits give low values | % elongation, % (compound at 16.7 µg/mL) | 150,000 tested, 0.66% active | AID 588519; in the data active means % elongation below about 90%; further: some results filed as inactive read as strong as hits
# Target sequence (P03300 1749-2209 limits assumed): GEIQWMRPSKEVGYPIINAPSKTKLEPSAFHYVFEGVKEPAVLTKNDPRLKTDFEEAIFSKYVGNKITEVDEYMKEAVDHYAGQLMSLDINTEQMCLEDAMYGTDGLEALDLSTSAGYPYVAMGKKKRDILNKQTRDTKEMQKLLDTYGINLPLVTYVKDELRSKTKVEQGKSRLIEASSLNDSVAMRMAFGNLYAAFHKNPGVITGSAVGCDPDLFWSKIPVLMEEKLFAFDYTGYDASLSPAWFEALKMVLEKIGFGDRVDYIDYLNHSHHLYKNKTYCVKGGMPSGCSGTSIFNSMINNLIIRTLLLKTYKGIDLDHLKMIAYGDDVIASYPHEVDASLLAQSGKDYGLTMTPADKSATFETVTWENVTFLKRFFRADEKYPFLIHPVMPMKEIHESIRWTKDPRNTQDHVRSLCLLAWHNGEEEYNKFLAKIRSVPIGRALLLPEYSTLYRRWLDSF
# Polio RdRp inh FP z-score – recorded beside Polio RdRp inh, whose call it bears; z-score; measured here: FP z-score; hits read low
# * hit, by the source's call.
# Preview (5 entries):
SMILES,Polio RdRp inh,Polio RdRp inh FP z-score
CCOC(=O)c1cc(-c2ccc(S(=O)(=O)N(C)Cc3cnn(-c4ccccc4)c3)s2)on1,99,-1.3
O=C(CSc1cccc[n+]1[O-])c1cccs1,100,-0.5
Cc1ccc(-c2nc(NCCC3=CCCCC3)c3ccccc3n2)cc1,101,-0.4
CCCCS(=O)(=O)CC(O)CSc1nc(-c2ccc(C)cc2)cc(-c2ccccc2)c1C#N (stereo unspecified),81*,-4.1*
CCCN1C(=O)/C(=C/c2c(N3CCCC3)nc3ccccn3c2=O)SC1=S,82,-3.9

# Results, repeating the preview:
SMILES,Polio RdRp inh,Polio RdRp inh FP z-score
CCOC(=O)c1cc(-c2ccc(S(=O)(=O)N(C)Cc3cnn(-c4ccccc4)c3)s2)on1,99,-1.3
O=C(CSc1cccc[n+]1[O-])c1cccs1,100,-0.5
Cc1ccc(-c2nc(NCCC3=CCCCC3)c3ccccc3n2)cc1,101,-0.4
CCCCS(=O)(=O)CC(O)CSc1nc(-c2ccc(C)cc2)cc(-c2ccccc2)c1C#N (stereo unspecified),81*,-4.1*
CCCN1C(=O)/C(=C/c2c(N3CCCC3)nc3ccccn3c2=O)SC1=S,82,-3.9
O=C(NCCN1CCOCC1)c1sc2ccccc2c1Cl,101,-0.3
Cc1ccc(NC(=O)Nc2csc3c2CCCC3)c(C)c1,109,-0.4
CCN(Cc1nc(-c2ccc(OC)cc2)no1)S(=O)(=O)c1c(C)cc(C)cc1C,99,-1.7
COc1ccc(Cn2ccnc2SCC(=O)NC2CCCC2)cc1,109,0.4
CC1CN(C(=O)c2cc3ccccc3oc2=O)CC(C)O1 (stereo unspecified),107,0.4
COCCCNC(=O)C1CCN(C(=O)c2ccc(-n3ccc4ccccc43)s2)CC1,112,1.1
CCCOc1cccc(N)c1,102,0
Cc1ccc(S(=O)(=O)NC(C)(C)CN2CCCCC2)cc1,101,-0.3
CC(=O)NCCOc1ccc(C2CCCCC2)cc1,106,0.3
Nc1nnc(SCC2=CC(=O)N3C=CSC3N2)s1 (stereo unspecified),102,0
COC(=O)c1ccc(COC(=O)C2CCN(c3ccc(C(F)(F)F)cn3)CC2)cc1,104,0.2
CCOC(=O)CSc1nc(-c2ccc(Cl)cc2)cc(C(F)(F)F)c1C#N,107,0.4
COCCCNC(=O)CC(c1cc(OC)c(OC)c(OC)c1)N1Cc2ccccc2C1=O (stereo unspecified),106,-0.1
CC(C)CCNC(=O)c1c[nH]c2ccc(S(=O)(=O)N3CCC4(CC3)OCCO4)cc2c1=O,101,-0.1
N#Cc1oc2ccccc2c1NC(=O)COC(=O)Cc1cccc(C(F)(F)F)c1,103,0
CSc1ccc(/C=C/C(=O)O)cc1,104,0.4
O=C(NCc1cccc(F)c1)C1CCN(C(=O)c2sccc2-n2cccc2)CC1,110,0
Cc1ccc(NC(=O)CSCc2nc3ccc(Cl)cc3n2CCO)cc1C,100,-0.2
Cc1cc(Cl)ccc1OCC(=O)OCC(=O)c1ccc[nH]1,112,1

# By substructure, the compounds so far with a carbonyl joined to an NH by a bond outside any ring
SMILES,Polio RdRp inh,Polio RdRp inh FP z-score
O=C(NCCN1CCOCC1)c1sc2ccccc2c1Cl,101,-0.3
Cc1ccc(NC(=O)Nc2csc3c2CCCC3)c(C)c1,109,-0.4
COc1ccc(Cn2ccnc2SCC(=O)NC2CCCC2)cc1,109,0.4
COCCCNC(=O)C1CCN(C(=O)c2ccc(-n3ccc4ccccc43)s2)CC1,112,1.1
CC(=O)NCCOc1ccc(C2CCCCC2)cc1,106,0.3
COCCCNC(=O)CC(c1cc(OC)c(OC)c(OC)c1)N1Cc2ccccc2C1=O (stereo unspecified),106,-0.1
CC(C)CCNC(=O)c1c[nH]c2ccc(S(=O)(=O)N3CCC4(CC3)OCCO4)cc2c1=O,101,-0.1
N#Cc1oc2ccccc2c1NC(=O)COC(=O)Cc1cccc(C(F)(F)F)c1,103,0
O=C(NCc1cccc(F)c1)C1CCN(C(=O)c2sccc2-n2cccc2)CC1,110,0
Cc1ccc(NC(=O)CSCc2nc3ccc(Cl)cc3n2CCO)cc1C,100,-0.2

# Other compounds follow.
SMILES,Polio RdRp inh,Polio RdRp inh FP z-score
O=C(C1CCCN(S(=O)(=O)c2cccc3nonc23)C1)N1CCN(c2cccc(Cl)c2)CC1 (stereo unspecified),107,0.4
O=C(Cn1nnc(-c2ccccc2F)n1)N1CCCCC1,101,-0.2
COc1ccc(NC(=O)Cn2c(=O)n(CCCC(=O)NCc3ccccc3OC)c(=O)c3ccccc32)cc1Cl,104,-0.6
Cc1[nH]c2ccccc2c1/C=N/c1c(-c2ccco2)nc2ccccn12,105,0.4
CN(C)CCN1C(=O)c2oc3ccc(F)cc3c(=O)c2C1c1cccs1 (stereo unspecified),101,-0.2
O=C(NCc1nc(-c2ccccc2)no1)C12CC3CC(CC(C3)C1)C2,104,0.6
CCOc1ccc(C2Nc3ccccc3NC3=C2C(=O)CCC3)cc1 (stereo unspecified),103,0.3
Cc1ccc(S(=O)(=O)N2CCCC2)cc1-c1nnc2c3ccccc3c(C)nn12,101,0.1
CCc1ccc(NC(=O)C2CCN(C(=O)c3ccc(F)cc3)CC2)cc1,103,0.6
CCOC(=O)N1CCN(C(=O)CCNS(=O)(=O)c2cc(Br)cnc2N)CC1,102,0.3
N#CNC1=NCN(Cc2ccccc2)CN1,102,0.2
COc1ccc(NC(=O)C2CCCN(C(=O)c3cnn(-c4ccc(F)cc4)c3-n3cccc3)C2)cc1 (stereo unspecified),110,0.6
COc1ccc(/C=C2\SC3C(C#N)=C(c4ccc(OC)cc4)C(C#N)=C(N)N3C2=O)cc1 (stereo unspecified),105,0.8
CCOC(=O)c1cc(NC(=O)Nc2nccs2)c(C)nc1C,102,-0.1
Cc1ccc(/C=N/N=C/c2ccc(C)s2)s1,98,-0.7
Cc1ccc(-c2c(C(=O)N3CCN(c4cc(Cl)ccc4C)CC3)oc(=O)c3ccccc23)cc1,111,0.5
COC(=O)CSC1=NC(=O)/C(=C/c2ccc(OC)cc2)S1,146,3.6
CCOC(CCn1c(SCc2cc(=O)n3ccccc3n2)nc2ccccc2c1=O)OCC,102,0.2
Cc1nn(CCSc2cc(Cl)ccc2Cl)c(=O)c(C#N)c1C,101,-0.2
Cc1nc2cc3c(cc2n1CC(=O)NCC(F)(F)F)OCCO3,113,0.6
CC1(C)CC(=O)C=C(Nc2ccccc2F)C1,102,0
Cn1ccnc1C(=O)c1cccs1,103,0.2
CCc1ccccc1NC(=O)N1CCC(CN2CCc3ccccc3C2)CC1,113,0.4
Cc1ccc(-n2nc(C)c(C(=O)NCCCN3CCN(c4ccccc4F)CC3)c2-n2cccc2)cc1,111,0.8
Cc1ccc(-c2cc(C(=O)NCc3ccccc3Cl)c3ccccc3n2)cc1C,105,-0.7
CCOc1ccccc1NC(=O)c1c(NCc2cccs2)sc2c1CCC(C)C2 (stereo unspecified),106,0.3
CCCc1nnc(N2C(=O)c3oc4ccc(F)cc4c(=O)c3C2c2ccc(C(=O)OC)cc2)s1 (stereo unspecified),107,0.4
COc1ccc(CNC(=O)CN2CCN(Cc3ccccc3)C2=O)cc1,102,0.3
O=S(=O)(c1ccccc1)c1nnn2c1nc(NC1CCCC1)c1sccc12,103,0.6
COc1ccc(OCC(O)CN(Cc2ccccc2)Cc2ccccc2)cc1 (stereo unspecified),100,-0.6
CCCCn1nnnc1CSCC(=O)Nc1ccc2c(c1)OCCO2,94,-1.9
Cc1cc(C)nc(SCC(=O)c2ccc3c(c2)OCCO3)n1,104,0.9
C/C=C1/C[N+]2(C)CCC34C(=C(C=O)[C@H]1C[C@@H]32)Nc1ccccc14 (stereo partly specified),102,0.3
O=C(Nc1nccs1)c1cccc(C(=O)Nc2nccs2)c1,100,-0.5
COCCNC(=O)Cn1c(-c2cccs2)cc2cc(Cl)ccc21,103,-1.1
O=C(O)CC(C(=O)Nc1ccc2ccccc2c1)N1CCOCC1 (stereo unspecified),99,-0.3
COc1cc(C)c(S(=O)(=O)Nc2ccc3nc(C)sc3c2)cc1C(C)C,99,-0.5
O=C(CN(Cc1ccc2c(c1)OCO2)C(=O)c1cnsn1)NC1CCCC1,103,0.3
CCc1ccccc1Nc1ncnc2c1cnn2-c1ccc(C)cc1C,108,0.5
CCOCCc1nn2c(=O)cc(COC(=O)c3ccco3)nc2s1,103,-0.6
CCCn1nnc(NC(=O)Cc2ccccc2)n1,102,0.2
CC(C(=O)Nc1ccc(F)c(Cl)c1)N1Cc2ccccc2C1=O (stereo unspecified),116,2
COc1ccccc1CNCCN1CCOCC1,100,-0.5
COc1ccc(N2C(=O)C3CC=CC(C)C3C2=O)cc1 (stereo unspecified),102,0.1
COc1ccc(NC(=O)Cn2cc(S(=O)(=O)N3CCN(c4ccccc4F)CC3)c3ccccc3c2=O)cc1Cl,114,1.4
O=C(O)COc1ccc(OCc2ccccc2)cc1,100,-0.8
COC(=O)c1cn(Cc2ccc(Cl)cc2)cc(F)c1=O,103,0.1
CC(C)C1NC(=O)CNC1=O (stereo unspecified),102,0.2
CNCc1ccc(F)cc1,100,-0.6
Cc1ccc(C)c(CN2C(=O)c3ccccc3S(=O)c3ccc(C(=O)N4CCN(c5cccc(Cl)c5)CC4)cc32)c1 (stereo unspecified),112,0.9
O=C(O)c1ccccc1-n1c(=O)c2cc3c(=O)n(-c4ccccc4C(=O)O)c(=O)c3cc2c1=O,100,-0.7
CC12C=CC(O1)C1C(=O)N(c3ccc(F)c(Cl)c3)C(=O)C12 (stereo unspecified),106,1.5
Cc1cnc(C(=O)Nc2ccc(-n3cnnn3)cc2)cn1,102,0.1
N#C/C(C(=O)NC1CC1)=c1/s/c(=C/c2ccco2)c(=O)n1-c1ccc(F)cc1,145,5.7
Cc1ccccc1CCNC(=O)c1ccc2c(c1)c(C)c(C)n2Cc1ccccc1,100,-1.3
COc1cccc(-c2nnc(SCC(=O)NC3CCCCC3)o2)c1,88*,-4.5*
CC1=CS(=O)(=O)CC1,104,0.9
O=C(CS(=O)(=O)c1cccc2nsnc12)Nc1ccccc1Cl,110,0.5
COc1cc(SC)ccc1C(=O)NC1CC1,103,0.2
C#CCn1c(C(C)Oc2ccccc2)nc2ccccc21 (stereo unspecified),101,-0.3

# (continued)
SMILES,Polio RdRp inh,Polio RdRp inh FP z-score
CCCCn1c(=O)c(C#N)cc2c(=O)n3ccccc3nc21,103,0.1
CCOC(=O)c1oc2ccccc2c1COC(=O)c1cccs1,99,-0.2
COc1ccc2c(c1)c1c(c(=O)n(-c3ccccc3)c(=O)n1CC(=O)NCc1ccc(C)cc1)n2C,106,-0.4
CN(C)NC(=S)NC1CCS(=O)(=O)C1 (stereo unspecified),100,-0.5
N#C/C(=C/N1CCOCC1)c1ccccc1,99,-0.2
Cc1cc(C)cc(C(=O)NCCCN2CCOCC2)c1,100,-0.3
CCOC(=O)NC(=S)N1CCCC1,107,0.6
Cc1ccc(NS(=O)(=O)c2ccc3nc(-c4ccccc4)[nH]c3c2)c(Cl)c1,112,1
CCOc1ccc(NS(=O)(=O)c2ccc3[nH]cc(C(=O)NCCc4ccccc4)c(=O)c3c2)cc1,112,1.1
Cc1cc(=O)n2c(c1C#N)SC1CCCCC12O (stereo unspecified),104,0.1
Cc1ccc(C(=O)NC2CCCCNC2=O)cc1C (stereo unspecified),103,0.6
COc1ccc(NC(=O)CCc2nc3cccnc3n2Cc2cccs2)c(OC)c1,116,1.3
Cc1c(OCc2ccc(Cl)c(Cl)c2)ccc(C(=O)/C=C/N(C)C)c1O,110,1.1
CC(C)CN1C(=O)CSC1c1cn(-c2ccccc2)nc1-c1cc2ccccc2o1 (stereo unspecified),101,0
O=C(N/N=C/c1ccc(Br)s1)C1CC12CCC2 (stereo unspecified),102,0.8
CCNc1nc(=S)nc(NCc2ccccc2)[nH]1,99,-0.2
CC(=O)O[C@H]1C[C@@]2(C)[C@@H](C[C@@H](O)C3[C@]2(C)CC[C@H]2[C@H](C)[C@H](O)CC[C@]32C)/C1=C(/CCC=C(C)C)C(=O)O (stereo partly specified),100,0
Cc1csc(N(C(=O)C2CCC2)c2ccccc2)n1,106,0.3
COc1ccc(Cn2cc(-c3ccccc3)nn2)cc1,105,0.3
CCOCCc1nn2c(=O)cc(COC(=O)COc3ccccc3Cl)nc2s1,105,-0.2
Cc1cc(C)cc(NC(=O)Nc2ccccc2OCc2cc(=O)n3ccccc3n2)c1,106,0.1
CC(=O)Nc1ccc2c(CSc3nnc(-c4ccoc4C)n3-c3ccccc3)cc(=O)oc2c1,98,-1.1
CCCCNc1nc2c(c(=O)n(Cc3ccc(Cl)c(Cl)c3)c(=O)n2C)n1C,115,0.7
CCN(C(=O)CN(C)S(=O)(=O)c1ccc2c(c1)n(C)c(=O)c(=O)n2C)c1cccc(C)c1,98,-2.1
CC(=O)NC(=S)Nc1cccc(C)c1,101,-0.1
CC(=O)n1c(C=NCc2ccccc2)c(O)c2ccccc21,100,-0.1
COCCCNC(=O)c1c(NC(=O)c2cc(=O)c3ccccc3o2)sc2c1CCCC2,113,1
CN(C1CCCCC1)S(=O)(=O)c1ccc(C(=O)Nc2sc3c(c2C(N)=O)CC(C)(C)NC3(C)C)cc1,105,-0.3
Cc1ccc(-n2nc3c4ccccc4n(C)c3cc2=O)cc1,101,-0.1
CC(C)(CO)NS(=O)(=O)c1csc(C(=O)Nc2ccccc2)c1,105,1.1
CC(CNc1nc2ccccc2n2cnnc12)c1ccccc1 (stereo unspecified),101,-0.5
Cc1cc(C(C)(C)C)oc1C(=O)N(CC(=O)NC1CCCC1)c1ccc(F)cc1,103,0.2
CC(C(=O)N1CCc2ccccc21)n1sc2ccccc2c1=O (stereo unspecified),101,-0.2
Cc1ccc(Cn2nc(C)c3cc(C(=O)NC4=NCCS4)sc32)cc1,107,0.4

# The list is partial; rates above refer to the full screens.
